GPR35 arrestin U2OS = GPR35 antagonists blocking zaprinast-driven arrestin recruitment, primary screen, imaging, U2OS, beta-arrestin-GFP, zaprinast agonist (AID 2058). G-protein coupled receptor 35 (Homo sapiens). U2OS GPR35 beta-arrestin-GFP translocation imaging, zaprinast antagonism; higher % means a stronger effect. one-dose inhibition, % at 10 µM; IC50 in µM for titrated hits. 290,000 compounds, 0.052% hits;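 active = inhibition of at least 50% with at least 30 cells and total cytoplasm GFP at most 10,000,000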
HIV peptide binding = inhibitors of HIV fusion peptide binding, primary screen, biochemical, uHTS, fluorescence dequenching (AID 1986); inhibition, % at 20 µM, or IC50 in µM where a hit was titrated; cell-free peptide binding, fluorescence dequenching, 30 min; higher % means a stronger effect; 290,000 compounds, 0.3% hits; in the data active = inhibition mostly above about 52%, no sharp cut-off; inactive = mostly below about 76%; also: some results filed as inactive read as strong as hits
GPR55 activation = GPR55 agonists via beta-arrestin recruitment, primary screen, imaging, U2OS cells, beta-arrestin-GFP redistribution (AID 1961); G-protein coupled receptor 55 (Homo sapiens); U2OS GPR55 beta-arrestin-GFP redistribution imaging; higher % means a stronger effect; one-dose activation, % at 10 µM; EC50 in µM for titrated hits; 290,000 compounds, 0.048% hits;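 active = activation above 40% with more than 50 cells counted in the well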;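 also: U2OS osteosarcoma cells stably expressing GPR55 and beta-arrestin-GFP; plate controls were DMSO negative control for no effect and LPI positive control for full effect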
K1F lysis inhibition = inhibition of K1F phage lysis, E. coli UTI89, bacterial capsule biogenesis inhibitors, alamar blue (AID 488966) | E. coli UTI89 K1F phage lysis, alamar blue, 2 h; higher % means a stronger effect | one-dose inhibition, % at 100 µM; IC50 in µM for titrated hits | 340,000 compounds, 0.02% hits;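 active = phage lysis inhibition, versus mean bacterial control, above a set limit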;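 also: capsule biogenesis inhibitors block K1F phage lysis so surviving cells raise fluorescence; higher fluorescence means more inhibition of phage lysis; actives were called in the ten point dose series up to 300 µM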
NS5 inhibitors = Dengue-2 NS5 methyltransferase inhibitors, primary screen, biochemical, confirmation dose response (AID 588689); Genome polyprotein (Dengue virus type 2 (strain 16681-PDK53)); one-dose inhibition, % at 25 µM; IC50 in µM for titrated hits; Dengue-2 NS5 methyltransferase capping enzyme assay, biochemical; higher % means a stronger effect; 340,000 compounds, 0.3% hits; in the data active = a potency from the dose series
NTR1 ag = agonists of NTR1, primary screen, imaging, U2OS cells, beta-arrestin-GFP, high content (AID 493036) | NTR1-U2OS beta-arrestin-GFP spot imaging, agonist mode | activation, % at 20 µM | 330,000 compounds, 0.17% hits;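 active = activation at or above 40% of the spot to cytoplasm intensity ratio, with at least 20 cells analyzed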;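 also: 0% = DMSO without peptide and 100% = 100 nM NTR1 peptide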
Target sequence (P30989 whole entry, looked up): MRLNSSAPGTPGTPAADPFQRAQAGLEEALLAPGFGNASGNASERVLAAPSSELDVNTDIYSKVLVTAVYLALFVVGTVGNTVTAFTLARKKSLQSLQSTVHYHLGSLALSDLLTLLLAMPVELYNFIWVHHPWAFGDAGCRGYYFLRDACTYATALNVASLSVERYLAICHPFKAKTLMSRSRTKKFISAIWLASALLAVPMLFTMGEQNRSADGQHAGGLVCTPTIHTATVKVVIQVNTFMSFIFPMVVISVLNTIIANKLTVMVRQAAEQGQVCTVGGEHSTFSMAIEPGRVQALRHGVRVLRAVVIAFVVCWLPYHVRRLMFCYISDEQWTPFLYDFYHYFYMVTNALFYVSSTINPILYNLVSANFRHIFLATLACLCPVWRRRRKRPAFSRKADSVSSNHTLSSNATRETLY
SIAH1 antagonists = Siah-1 peptide-binding antagonists, primary screen, biochemical, fluorescence polarization, rhodamine-plectin, uHTS (AID 1817); Siah-1 / rhodamine-plectin peptide fluorescence polarization; higher % means a stronger effect; displacement, % at 20 µM, or IC50 in µM where a hit was titrated; 290,000 compounds, 0.02% hits;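 active = displacement of at least 50% at 20 µM, with a fluorescence ratio check between 0.3 and a set limit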;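 also: plate controls were Siah plus tracer with DMSO for no effect and tracer alone without Siah for full effect; strong numbers were not always called active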
AID2073 = inhibitors of Mint1-CaV2.2 protein interaction, biochemical, HTRF (AID 2073); Voltage-dependent N-type calcium channel subunit alpha-1B (Homo sapiens); HTRF protein-protein interaction, Mint1-CaV2.2; higher % means a stronger effect; one-dose inhibition, % at 20 µM; IC50 in µM for titrated hits; 290,000 compounds, 0.19% hits; in the data active = inhibition mostly above about 51%, no sharp cut-off; also: some results filed as inactive read as strong as hits
GPR55 antagonists = GPR55 antagonists blocking LPI-driven arrestin recruitment, primary screen, imaging, U2OS, beta-arrestin-GFP, LPI agonist (AID 2013) | U2OS GPR55 beta-arrestin-GFP translocation imaging, LPI antagonism; higher % means a stronger effect | one-dose inhibition, % at 10 µM; IC50 in µM for titrated hits | G-protein coupled receptor 55 (Homo sapiens) | 290,000 compounds, 0.13% hits;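 active = spots per cell inhibited over 60%, with over 100 cells counted and total cytoplasm intensity under 500,000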;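 also: U2OS cells stably carrying GPR55 and arrestin-GFP stimulated by 5 µM LPI near EC80; imaged beta-arrestin-GFP aggregate spots per cell after agonist stimulation; plate controls were LPI-stimulated DMSO wells for no effect and DMSO wells without LPI for full effect; some results filed as inactive read as strong as hits; confirmed hits need IC50 under 10 µM and bright autofluorescent wells are also inconclusive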
NTR1 ag cell count 20 µM = further read-out of NTR1 ag, marked with its call; cell count; measured here: cell count, cytotoxicity flag
NS5 inhibitors pilot replicate = second read-out of NS5 inhibitors, no call of its own (marks repeat the call); inhibition, %; measured here: pilot screen replicate inhibition
Active calls of the source: *; i = inactive; x = not tested or not shown; [ ] = another dose, or the depositor's remark.

SMILES	GPR35 arrestin U2OS	HIV peptide binding	GPR55 activation	K1F lysis inhibition	NS5 inhibitors	NTR1 ag	NTR1 ag cell count 20 µM	SIAH1 antagonists	AID2073	GPR55 antagonists	others
O=C(C1CCC(CNc2c(N3CCCC3)c(=O)c2=O)CC1)N1CCc2ccccc21 (stereo unspecified)	-3%	-2.9%	-0.2%	1.0%[50 µM]	5%	-0.5	65	-2%	-6%	-1%
CCOC(=O)c1c(NC(=O)CCC(=O)O)sc2c1CC(C)(C)OC2	14%	2.0%	-0.1%	i	-8%	-0.6	101	3%	10%	5%
CCOC(=O)c1nn(-c2ccccc2C)c(=O)c(C#N)c1C	7%	-0.9%	-0.1%	0.1%	-4%	0.3	46	3%	6%	0%
COc1ccccc1NS(=O)(=O)c1ccc(O)c(C(=O)OCC(=O)c2ccc(Cl)cc2Cl)c1	-8%	1.2%	-0.2%	0.3%	-5%	-0.4	59	2%	0%	9%
Cc1ccc(Nc2nc3ccccc3c(=O)s2)cc1	10%	1.4%	-0.1%	0.2%	0%	-0.7	80	14%	-17%	13%
Cc1ccc(-c2[nH]c3cc(C(=O)NCCCn4ccnc4)ccc3c(=O)c2O)cc1	-2%	-8.0%	-0.2%	-0.1%	9%	-1.1	85	4%	36%	8%
CN(C)CCN(C(=O)CCc1ccccc1)c1nc2c(F)cc(F)cc2s1	31%	1.6%	0.1%	1.9%[50 µM]	-12%	0.4	58	18%	-15%	19%
CN1C(=O)c2ccccc2C(C(=O)NCC2CCCO2)C1c1c[nH]c2ccccc12 (stereo unspecified)	-2%	-2.2%	0.1%	0.0%	-3%	-1.2	75	-2%	16%	-3%
COc1ccc(CNC(=O)CN(C)S(=O)(=O)c2ccc3c(c2)c(=O)n(C)c(=O)n3C)cc1	5%	-0.2%	0.2%	0.0%	-6%	0.4	59	-3%	15%	9%
O=C(CCl)Nc1ccccc1C(=O)Nc1ccc2c(c1)OCO2	10%	-2.9%	-0.3%	0.2%	-37%	2.2	66	-4%	14%	3%
CCc1nn(C(C)C(=O)NCc2cccc(OC)c2)c(=O)c2cc3occc3n12 (stereo unspecified)	10%	-2.2%	-0.1%	0.0%	2%	1.3	50	-5%	21%	-25%
Cc1ccc(C(=O)Nc2cccc(S(=O)(=O)N3CCOCC3)c2)cc1[N+](=O)[O-]	-5%	-1.2%	-0.1%	0.2%	-7%	3.4	52	0%	4%	9%
O=C(NCC(c1cccnc1)N1CCN(c2ccc(F)cc2)CC1)C1CCCCC1 (stereo unspecified)	4%	-1.2%	0.2%	0.0%	2%	4.9	43	8%	2%	10%
COc1ccc(C(=O)c2coc(-c3ccccc3C(=O)O)c2C(=O)O)cc1	12%	0.2%	0.5%	0.1%	3%	4.2	67	1%	-6%	-2%
CCn1cc2nc(SCC(=O)Nc3ccc(F)cc3F)n(Cc3ccccc3)c(=O)c2n1	9%	-1.9%	-0.1%	-0.1%	1%	0.2	64	-5%	-18%	-2%
C=CCNC(=O)COC(=O)CNC(=O)c1cc(Cl)cc([N+](=O)[O-])c1	-12%	6.5%	-0.2%	0.2%	6%	0.1	22	1%	10%	7%
Cc1nc2ccccc2c(=O)n1/N=C/c1c(O)ccc2oc3c(c12)CCCC3	-27%	22%	-0.2%	0.7%	10%	27	57	2%	5%	-4%
Cc1ccccc1-c1n[nH]c(=S)n1Cc1ccccc1	2%	0.2%	-0.1%	0.1%	-3%	3.9	102	-1%	25%	-14%
Cc1ccccc1OCC(=O)N1CCCc2ccccc21	-3%	0.2%	0.1%	0.3%	-6%	-0.1	74	-4%	-2%	5%
CCCCCOC(=O)C1C2C=CC3(CN(c4ccccc4C)C(=O)C13)O2 (stereo unspecified)	5%	-0.1%	-0.1%	-0.6%	-3%	-0.5	85	0%	15%	6%	NS5 inhibitors pilot replicate=3.3
Cc1ccccc1S(=O)(=O)Nc1ncc(C(F)(F)F)cc1Cl	-7%	8.5%	-0.4%	0.3%	x	-1.1	44	1%	2%	7%
Cc1cc(=O)[nH]c(N/N=C/c2ccc(Cl)cc2Cl)n1	-14%	0.9%	0.0%	0.0%	-7%	1.2	39	12%	22%	10%
COc1cccc(O)c1CN1CCC(C(=O)Nc2ccc(-c3cccc(C)c3)cc2)CC1	5%	-1.8%	-0.1%	0.3%	-6%	23	61	4%	1%	17%
CCOc1ccccc1N1CCN(C(=O)c2cc[n+]([O-])cc2)CC1	-10%	0.5%	0.0%	-0.6%	-4%	-0.1	51	0%	-4%	12%
Cc1c(C)c2ccc(OC(C)C(=O)NCCCN3CCOCC3)c(C)c2oc1=O (stereo unspecified)	-2%	1.0%	-0.1%	0.1%	-9%	1.8	77	4%	10%	-7%
Cc1ccc(CNC(=O)COC(=O)[C@@H]2CC(O)CN2S(=O)(=O)c2ccc3c(c2)OCCO3)cc1 (stereo partly specified)	0%	-1.7%	-0.2%	3.4%	3%	-1.1	70	13%	2%	10%
O=C(CSc1nc2ccccc2c(=O)n1-c1ccccc1)N1CCC1	0%	-0.5%	0.4%	1.1%	-8%	-0.4	35	10%	-3%	9%
CCOC(=O)N1CCN(Cc2ccc(OCC(O)CN3CCCCC3)cc2)CC1 (stereo unspecified)	-6%	1.2%	0.1%	-0.1%	-5%	-0.7	43	-2%	9%	11%	NS5 inhibitors pilot replicate=2.7
COc1cccc(/C=C/C(=O)NNC(=O)CCN2CCN(Cc3ccccc3)CC2)c1	-5%	0.5%	-0.1%	-0.3%	-14%	-0.2	62	-6%	1%	3%
COc1ccc(NC(=O)c2nnn(Cc3ccc(SC)cc3)c2N)c(OC)c1	1%	-0.5%	-0.1%	6.7%	0%	-1.5	67	4%	13%	-3%
CCCCc1nnc(NC(=O)CS(=O)(=O)Cc2ccccc2)s1	-13%	0.4%	-0.1%	-2.0%	-2%	-1.0	62	5%	-2%	6%
CC(C)(C)c1ccc(/C=C/C(=O)N2CCCCC2)cc1	17%	-1.7%	-0.1%	0.0%	-7%	x	x	6%	-8%	9%
CN(Cc1ccccc1)C(=O)COc1cccnc1[N+](=O)[O-]	1%	0.9%	0.0%	0.1%	-1%	-0.5	91	7%	-7%	5%
Cc1cc(N2CCCC2)nc2ccc(NC(=S)NC(C)C)cc12	-2%	-2.0%	-0.2%	-0.1%	-8%	1.1	78	-11%	-8%	17%
Cc1ccc(C(=O)OCC(=O)Nc2ccc3[nH]c(=O)[nH]c3c2)cc1[N+](=O)[O-]	12%	-0.8%	-1.5%	0.1%	2%	1.9	67	8%	-5%	0%
CC(=O)Nc1ccc(NC(=O)CN(c2cc(Cl)ccc2Cl)S(C)(=O)=O)cc1	3%	1.1%	-0.2%	-0.3%	-7%	-0.7	45	-6%	-5%	2%
COc1ccc(CNC(=O)C2CSCCS2)cc1 (stereo unspecified)	1%	0.0%	-0.1%	3.5%	-2%	1.0	69	-4%	-1%	0%
Cc1ccc(C2Nc3ccccc3C(=O)N2CCCN2CCOCC2)cc1 (stereo unspecified)	-7%	0.1%	-0.2%	0.4%	-9%	0.8	54	-1%	3%	4%
O=C(NCC(=O)N1CC(O)CC1C(=O)N1CC(O)CC1C(=O)OCc1ccccc1)OCc1ccccc1 (stereo unspecified)	11%	0.0%	0.1%	-0.3%	-8%	-0.9	45	-3%	9%	3%
O=[N+]([O-])c1ccc(NCCCO)c(S(=O)(=O)N2CCOCC2)c1	-12%	0.8%	0.1%	0.4%	-3%	0.1	61	-5%	-11%	-11%

Molecules from the list above containing a Cl atom:
SMILES	GPR35 arrestin U2OS	HIV peptide binding	GPR55 activation	K1F lysis inhibition	NS5 inhibitors	NTR1 ag	NTR1 ag cell count 20 µM	SIAH1 antagonists	AID2073	GPR55 antagonists	others
COc1ccccc1NS(=O)(=O)c1ccc(O)c(C(=O)OCC(=O)c2ccc(Cl)cc2Cl)c1	-8%	1.2%	-0.2%	0.3%	-5%	-0.4	59	2%	0%	9%
O=C(CCl)Nc1ccccc1C(=O)Nc1ccc2c(c1)OCO2	10%	-2.9%	-0.3%	0.2%	-37%	2.2	66	-4%	14%	3%
C=CCNC(=O)COC(=O)CNC(=O)c1cc(Cl)cc([N+](=O)[O-])c1	-12%	6.5%	-0.2%	0.2%	6%	0.1	22	1%	10%	7%
Cc1ccccc1S(=O)(=O)Nc1ncc(C(F)(F)F)cc1Cl	-7%	8.5%	-0.4%	0.3%	x	-1.1	44	1%	2%	7%
Cc1cc(=O)[nH]c(N/N=C/c2ccc(Cl)cc2Cl)n1	-14%	0.9%	0.0%	0.0%	-7%	1.2	39	12%	22%	10%
CC(=O)Nc1ccc(NC(=O)CN(c2cc(Cl)ccc2Cl)S(C)(=O)=O)cc1	3%	1.1%	-0.2%	-0.3%	-7%	-0.7	45	-6%	-5%	2%

(list continues)
SMILES	GPR35 arrestin U2OS	HIV peptide binding	GPR55 activation	K1F lysis inhibition	NS5 inhibitors	NTR1 ag	NTR1 ag cell count 20 µM	SIAH1 antagonists	AID2073	GPR55 antagonists	others
OC(COCc1ccc2c(c1)OCO2)CN1CCCCC1 (stereo unspecified)	8%	-0.4%	0.2%	-0.5%	5%	0.6	40	-3%	5%	-1%
CCC(c1nnnn1CCc1ccccc1)N1CCN(C(=O)c2ccco2)CC1 (stereo unspecified)	10%	0.2%	-0.2%	3.5%	0%	-0.1	91	4%	12%	4%
COc1cccc(-c2c(C(=O)N/N=C/c3ccco3)nnn2-c2nonc2N)c1	-7%	-2.4%	-0.2%	0.2%	-4%	3.4	54	-3%	7%	-11%
CCNC(=O)CN(Cc1ccccc1)S(=O)(=O)c1ccccc1	-12%	-2.4%	0.0%	2.7%	-4%	-0.4	48	1%	-22%	-6%
Cc1ccc(-c2nn(CCC(N)=O)c(=O)c3ccccc23)cc1	-4%	1.1%	1.0%	0.2%[50 µM]	-5%	-1.4	62	0%	7%	2%
CN(C)S(=O)(=O)c1ccc(C(=O)NCC2CC2(Cl)Cl)cc1 (stereo unspecified)	1%	2.5%	-0.1%	-0.1%	2%	0.8	51	-2%	8%	-3%

Screening results as filed in PubChem BioAssay.
